# Compound activity (PubChem BioAssay)
# ssDAF12 agonist: S. stercoralis DAF-12 nuclear receptor activators, primary screen, cell-based, luminescence, HEK293, GRIP1 co-expression, lit1-tk-luc; HEK293 ssDAF-12/GRIP1 lit1-tk-luc reporter; % of 3 µM dafachronic acid response; 370,000 compounds, 1% hits; activation, % at 6.8 µM;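 active means activation above the mean over all tested compounds plus 3 SD, cut at about 0.9% in these data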;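 further: 0% = DMSO-only wells and 100% = 3 µM delta7-dafachronic acid wells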
# DAX1 inh-1: DAX1 (NR0B1) inhibitors on StAR promoter, primary screen, cell-based, luminescence, SF-1 (NR5A1), full-length DAX-1; HEK293T StAR-luciferase reporter, SF-1/DAX-1 repression relief; inhibition, % at 6.8 µM; 370,000 compounds, 1.1% hits; AID 652010, 2013;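 active means inhibition above the mean over all tested compounds plus 3 SD, cut at about 3.6% in these data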;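 further: 0% = DAX-1 cells with DMSO and 100% = cells lacking DAX-1 with DMSO; higher inhibition means more luminescence from relief of DAX-1 repression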
# GC-B act: human GC-B receptor activators, primary screen, HEK293 GC-B cells, cGMP TR-FRET, EC30 CNP | Atrial natriuretic peptide receptor 2 (Homo sapiens), P20594 | activation, % at 10 µM | 370,000 compounds, 0.11% hits | AID 1920062, 2024 | 0% at EC30 CNP, 100% saturating CNP;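 active means activation at 10 µM reaching about 35% in either raw or pattern-adjusted values, limit read from the data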
# GC-A act: GC-A stimulated cGMP production enhancers – HEK293 GC-A cells, cGMP TR-FRET, EC30 ANP, primary screen | 0% at EC30 ANP, 100% saturating ANP | activation, % at 10 µM | 370,000 compounds, 0.14% hits | Atrial natriuretic peptide receptor 1 (Homo sapiens), P16066; in the data active means activation above about 40%
# DAX1 inh-2: DAX1 (NR0B1) inhibitors, primary screen, cell-based, HEK293, Gal4-DAX1, luciferase luminescence | Nuclear receptor subfamily 0 group B member 1 (Homo sapiens), P51843 | HEK293 Gal4-DAX1 luciferase reporter | inhibition, % at 6.75 µM | 340,000 compounds, 0.99% hits | AID 504766, 2011;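 active means inhibition above the mean over all tested compounds plus 3 SD, cut at about 4.2% in these data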;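 further: 0% = DAX1-transfected cells with DMSO and 100% = empty-vector control cells with DMSO; inhibition shows as a rise in luminescence from relieved DAX1 repression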
# Target sequence (P51843 207-470 limits assumed): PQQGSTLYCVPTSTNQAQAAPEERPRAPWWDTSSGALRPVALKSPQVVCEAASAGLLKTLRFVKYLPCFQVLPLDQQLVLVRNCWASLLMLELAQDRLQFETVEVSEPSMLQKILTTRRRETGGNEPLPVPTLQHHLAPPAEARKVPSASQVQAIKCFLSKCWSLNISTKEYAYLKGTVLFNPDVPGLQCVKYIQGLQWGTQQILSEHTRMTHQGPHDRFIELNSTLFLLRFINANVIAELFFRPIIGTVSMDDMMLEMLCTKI
# GAA850 FXN act: FXN promoter activators, primary screen, cell-based, luciferase luminescence, HEK293 lucGAA850; HEK293 lucGAA850 FXN promoter luciferase reporter, 24 h; percent of 10 µM SAHA response; activation, % at 6 µM; 360,000 compounds, 0.56% hits; AID 540364, 2011;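 active means activation above the average of all compounds screened plus 3 SD, cutoff fixed separately per campaign, cut at about 7.5% in these data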;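 further: 0% = DMSO wells and 100% = 10 µM SAHA wells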
# HGIII-sPLA2 inh: human group III sPLA2 inhibitors, primary screen, biochemical, QFRET, BODIPY PC-A2 liposome substrate | Group 3 secretory phospholipase A2 (Homo sapiens), Q9NZ20 | QFRET BODIPY PC-A2 liposome hydrolysis, fluorescence | inhibition, % at 12.2 µM | 370,000 compounds, 0.56% hits;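 active means inhibition above mean plus 3 SD of compounds lying within the high and low control bounds, cut at about 19% in these data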;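 further: 0% = median of test compound wells and 100% = no enzyme DMSO wells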
# Target sequence (Q9NZ20 whole entry, looked up): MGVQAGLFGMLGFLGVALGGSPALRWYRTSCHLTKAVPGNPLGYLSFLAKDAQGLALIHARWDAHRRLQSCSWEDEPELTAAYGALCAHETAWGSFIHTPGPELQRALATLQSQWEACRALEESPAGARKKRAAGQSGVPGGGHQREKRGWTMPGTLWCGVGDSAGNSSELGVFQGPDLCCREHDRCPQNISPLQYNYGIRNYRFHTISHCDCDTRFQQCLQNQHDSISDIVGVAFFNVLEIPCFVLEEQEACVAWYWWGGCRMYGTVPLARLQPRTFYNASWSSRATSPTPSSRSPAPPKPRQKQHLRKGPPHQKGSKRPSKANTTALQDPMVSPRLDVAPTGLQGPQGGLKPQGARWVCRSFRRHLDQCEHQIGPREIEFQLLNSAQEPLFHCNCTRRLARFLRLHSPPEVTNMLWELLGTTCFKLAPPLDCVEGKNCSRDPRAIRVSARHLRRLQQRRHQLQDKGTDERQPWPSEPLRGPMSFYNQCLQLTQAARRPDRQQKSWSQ
# proKLK7 act: proKLK7 zymogen activators, primary screen, biochemical, fluorescence intensity | purified proKLK7, EDANS-DABCYL substrate fluorescence; 100% is mature enzyme control, 0% vehicle | 370,000 compounds, 0.9% hits | Kallikrein-7 (Homo sapiens), P49862 | activation, % at 7 µM | AID 652039, 2013;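 active means activation above the mean of all tested compounds plus 3 SD, computed per campaign excluding outliers beyond control limits, cut at about 13% in these data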
# Target sequence (P49862 whole entry, looked up): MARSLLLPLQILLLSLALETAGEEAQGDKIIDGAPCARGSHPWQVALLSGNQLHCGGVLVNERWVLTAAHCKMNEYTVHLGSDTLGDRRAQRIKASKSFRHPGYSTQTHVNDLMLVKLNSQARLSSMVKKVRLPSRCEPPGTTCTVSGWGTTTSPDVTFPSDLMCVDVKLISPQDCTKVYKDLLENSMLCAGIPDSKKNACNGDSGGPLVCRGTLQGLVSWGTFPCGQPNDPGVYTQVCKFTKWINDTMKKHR
# SMARCA2 act: SMARCA2 (BRM) function activators, primary screen, cell-based, luminescence, high throughput; MG213 cells, MMTV-luciferase reporter, dexamethasone, overnight; activation, % at 9.1 µM; 370,000 compounds, 1% hits; AID 652017, 2013; in the data active means activation above about 7.8%;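 further: 0% = vehicle wells and 100% = reference activator wells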
# hgDAF12 agonist: H. glycines DAF-12 receptor agonists, primary screen, cell-based, luminescence, HEK293, GAL4 fusion, UAS-luciferase; HEK293 GAL4-hgDAF12 UAS-luciferase reporter, agonist luminescence; normalized to butyrate control; Nuclear hormone receptor DAF-12 (Heterodera glycines), GAL4 fusion; 370,000 compounds, 1.8% hits; activation, % at 6.8 µM;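 active means activation above a cutoff set at the mean of all screened compounds plus 3 SD, cut at about 10% in these data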;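 further: 0% = DMSO wells and 100% = sodium butyrate wells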
# hcDAF-12 act: H. contortus DAF-12 nuclear receptor activators, primary screen, cell-based, luminescence, HEK293, lit1-tk-luc reporter; HEK293 hcDAF-12 lit1-tk-luc reporter; 0% DMSO, 100% Δ7-dafachronic acid; activation, % at 6.8 µM; 370,000 compounds, 1.4% hits;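 active means activation above the mean of all tested compounds plus 3 SD, cut at about 5.5% in these data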;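 further: 100% = response to 3 µM Δ7-dafachronic acid high control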
# Starred values were filed as active, the others as inactive; . = not tested or not shown.
SMILES | ssDAF12 agonist | DAX1 inh-1 | GC-B act | GC-A act | DAX1 inh-2 | GAA850 FXN act | HGIII-sPLA2 inh | proKLK7 act | SMARCA2 act | hgDAF12 agonist | hcDAF-12 act
COc1ccc(CNS(=O)(=O)c2cn(C)c(=O)n(C)c2=O)cc1 | -0.9 | -0.2 | 1 | 2 | 0.4 | 3.5 | 7 | -0.1 | -3 | 1.1 | -0.3
O=C1NCCOC(=O)[C@H](Cc2ccc(F)cc2)C/C=C\C[C@@H]1CC(=O)N(CCO)Cc1ccccc1 | -1.4 | -0.9 | 3 | 3 | -2.2 | -1.9 | -4 | 0.5 | -2 | -2.7 | -3.8
Cc1ccc(NC(=O)c2ccc(=O)[nH]n2)cc1S(=O)(=O)Nc1ccc(SC(F)F)cc1 | -1.4 | -3.6 | -3 | -4 | -1.4 | 0.1 | -43 | 0.1 | -5 | -3.6 | -2.4
COc1ccc(-n2c(=O)c3c4c(sc3n(CC(=O)NCC3CCCO3)c2=O)CN(C(C)=O)CC4)cc1OC (stereo unspecified) | -0.5 | -0.1 | 4 | 0 | 0.0 | -0.8 | 13 | -0.4 | -6 | -2.8 | -0.8
CC(C)(C)OC(=O)N1CCN(C(=O)c2nc[nH]c2C(=O)N2CCN(C(=O)OC(C)(C)C)CC2)CC1 | -1.4 | -0.2 | 4 | -1 | 2.1 | -0.5 | -4 | 0.2 | 0 | 2.6 | -1.9
CN(C(=O)COc1ccccc1C(=O)NCCc1ccccc1)c1ccccc1 | 0.0 | -0.2 | 0 | -6 | -0.5 | 0.6 | -9 | -0.5 | 1 | -0.6 | 1.2
COc1ccc(/C(N)=N/OC(=O)CCCc2ccccc2)cc1 | -0.9 | 0.1 | 0 | 3 | 1.0 | 3.6 | 0 | -0.1 | 4 | -0.4 | -1.7
CC(=O)N1CC=C2C(C#N)=C(N)C(C#N)(C#N)[C@H](c3ccoc3)[C@H]2C1 | -1.0 | -0.3 | 0 | 0 | 0.3 | -0.6 | -4 | 16* | -1 | 2.1 | 0.0
CC1CCN(C(=S)c2ccc([N+](=O)[O-])cc2)CC1 | -1.1 | -0.5 | 4 | 3 | 0.0 | 1.2 | 14 | -0.2 | -3 | 0.3 | -3.0
COc1ccc(OCC(O)CN2CCN(Cc3ccc4c(c3)OCO4)CC2)cc1 (stereo unspecified) | -1.1 | -0.9 | 4 | 1 | -1.7 | 2.0 | -3 | -0.7 | -2 | -1.1 | -1.9
Cc1ccsc1C(=O)NNC(=O)c1ccccc1F | 0.1 | 1.1 | 4 | 1 | 3.9 | 1.8 | -1 | -0.4 | 2 | 7.1 | 0.3
O=C(N/N=C/c1ccccc1F)C(=O)N1CCCCCC1 | -1.5 | -0.1 | -2 | 1 | 3.1 | 0.6 | -1 | 0.7 | -2 | -0.5 | -1.0
CCN(CC(=O)Nc1ccc(NC(C)=O)cc1)C(=O)c1ccc(COc2ccccc2)o1 | -1.2 | -2.8 | 1 | 1 | 0.6 | 0.8 | -4 | 0.3 | -1 | -2.0 | 0.1
CS(=O)(=O)c1ccc(-c2cn3cc(C(=O)O)ccc3n2)cc1 | -0.4 | -0.4 | -7 | 0 | -2.5 | 1.9 | 0 | 1.6 | 1 | 0.4 | -0.1
Cc1cccc(N(CC(=O)N2CCCCCC2)S(C)(=O)=O)c1 | -1.2 | -0.6 | 2 | 2 | 0.5 | -1.0 | 2 | -0.4 | -1 | 2.1 | -0.2

# Pulled one by one from the entries so far, 3 records:
SMILES | ssDAF12 agonist | DAX1 inh-1 | GC-B act | GC-A act | DAX1 inh-2 | GAA850 FXN act | HGIII-sPLA2 inh | proKLK7 act | SMARCA2 act | hgDAF12 agonist | hcDAF-12 act
CCN(CC(=O)Nc1ccc(NC(C)=O)cc1)C(=O)c1ccc(COc2ccccc2)o1 | -1.2 | -2.8 | 1 | 1 | 0.6 | 0.8 | -4 | 0.3 | -1 | -2.0 | 0.1
CN(C(=O)COc1ccccc1C(=O)NCCc1ccccc1)c1ccccc1 | 0.0 | -0.2 | 0 | -6 | -0.5 | 0.6 | -9 | -0.5 | 1 | -0.6 | 1.2
Cc1cccc(N(CC(=O)N2CCCCCC2)S(C)(=O)=O)c1 | -1.2 | -0.6 | 2 | 2 | 0.5 | -1.0 | 2 | -0.4 | -1 | 2.1 | -0.2

# The list continues.
SMILES | ssDAF12 agonist | DAX1 inh-1 | GC-B act | GC-A act | DAX1 inh-2 | GAA850 FXN act | HGIII-sPLA2 inh | proKLK7 act | SMARCA2 act | hgDAF12 agonist | hcDAF-12 act
COc1ccc([C@@H](NC(=O)OC(C)(C)C)C(=O)OC(C)(C)C)cc1 | -1.5 | -0.6 | 1 | 0 | 0.1 | 0.1 | -4 | 0.2 | 1 | -0.3 | -0.8
Cc1cccc2c(=O)c(C(=O)NCc3ccc(F)cc3)c[nH]c12 | -1.7 | 0.4 | -2 | 3 | -0.9 | 0.8 | 5 | -0.4 | -2 | -3.9 | -1.0
C[C@H](O)[C@@H]1C(=O)N2CCc3ccc(-c4ccccc4)cc3[C@@H]2C[C@@H]1N(C)C(=O)c1cccnc1 | -0.8 | -0.5 | 4 | 4 | -0.4 | 0.0 | 2 | -0.5 | -3 | 3.6 | -0.3
O=Cc1cccc(OCc2cccc3ccccc23)c1 | -0.7 | 1.1 | -13 | -21 | 3.8 | 3.7 | 8 | 0.2 | 4 | 5.5 | 0.5
CCN(CC)CCNC(C(=O)Nc1ccc([N+](=O)[O-])cc1Br)c1ccccc1 (stereo unspecified) | -1.4 | 1.1 | 3 | -2 | 1.0 | -2.5 | 11 | -0.3 | 2 | 0.1 | 2.7
CCc1ccc(NC(=O)C2CCN(C(=O)[C@@H]3Cc4ccccc4CN3)CC2)cc1 | 0.3 | 0.1 | -4 | 1 | -0.1 | -0.4 | -12 | -0.7 | 1 | 4.7 | 1.5
COc1cc(C(=O)OC(C)C(=O)N2CCCC2)cc2c1OCCO2 (stereo unspecified) | -1.5 | 1.7 | 1 | 0 | 0.2 | 2.7 | 5 | 0.1 | -1 | 0.0 | -1.7
CC(=O)N(C)c1ccc(N=Nc2c(C)[nH]n(-c3ccccc3)c2=O)cc1 | -1.7 | -0.4 | 0 | 1 | -0.8 | 0.1 | -4 | 0.6 | -1 | 0.6 | -1.6
COc1ccc(S(=O)(=O)NCC(c2ccco2)N2CCc3ccccc32)cc1 (stereo unspecified) | -1.5 | -0.3 | -7 | -13 | 0.3 | 1.2 | -13 | -0.1 | -4 | -3.6 | -1.4
COC(=O)c1ccsc1NC(=O)CS(=O)(=O)c1ccccc1 | -0.8 | 2.3 | -2 | -2 | 0.0 | -1.2 | -22 | -0.5 | -1 | 1.5 | 1.0
Cc1cc(NC(=O)C2CCCC2)n(-c2nc3ccccc3[nH]2)n1 | -0.3 | -2.0 | 26 | 17 | 2.2 | 4.9 | 8 | 0.7 | -3 | 3.4 | -2.3
Cc1cc(C)n(C(=O)c2cccc(S(=O)(=O)N3CCCC3)c2)n1 | -1.5 | 0.0 | 4 | 1 | -0.5 | -1.3 | 3 | -0.4 | 3 | 3.4 | -2.3
O=C(CSc1nnnn1C1CCCCC1)N1CCOCC1 | 0.0 | 0.7 | 2 | 3 | 0.1 | 2.2 | 5 | -0.6 | 1 | 2.5 | 0.0
CC1(C)CN=C(N(C(=O)Nc2ccccc2)c2ccccc2F)S1 | -0.6 | -0.2 | -2 | 1 | . | -0.6 | -1 | 0.0 | 4 | 0.6 | -1.7
CCOC(=O)C[C@@H]1OC[C@H](C(C)C)N1S(=O)(=O)c1ccc(C)cc1 | -1.3 | -0.7 | 5 | 0 | . | . | -3 | 0.6 | -2 | -2.3 | -2.0

# More results.
smiles	ssDAF12 agonist	DAX1 inh-1	GC-B act	GC-A act	DAX1 inh-2	GAA850 FXN act	HGIII-sPLA2 inh	proKLK7 act	SMARCA2 act	hgDAF12 agonist	hcDAF-12 act
O=C(CCS(=O)CCC(=O)NCc1ccccc1)NCc1ccccc1	-0.7	-0.5	2	0	0.3	2.5	1	-0.4	0	0.2	-1.3
O=c1oc2ccccc2n1Cc1ccccc1Cl	-0.8	-0.4	3	6	1.4	-0.3	1	0.3	-1	6.9	0.1
N/C(Cc1cccs1)=N\OC(=O)COc1ccc(Br)cc1Cl	-0.3	1.2	-4	5	2.5	4.4	-4	0.4	8	8.6	0.5
CC(C)C1CC(CCN)(Cc2ccccc2)CCO1 (stereo unspecified)	-0.5	-0.6	-10	-10	.	0.8	5	-1.1	-2	5.5	-2.1
Cc1ccc(Nc2nc(NCCO)nc3c2cnn3C)cc1Cl	-2.0	-1.0	32	38	-0.7	1.4	-11	-0.3	-3	-1.3	-2.5
COc1cc(C2c3[nH]c4ccccc4c3C[C@H]3C(=O)N(C4CC4)CC(=O)N23)ccc1OC(C)C (stereo partly specified)	-1.1	-0.1	1	11	1.0	0.4	-14	0.6	-1	1.2	-1.6
Cc1cc(C)c2nc(NC(=O)[C@@H](NC(=O)c3cccc(S(=O)(=O)N4CCOCC4)c3)C(C)C)sc2c1	-2.0	-2.2	-7	6	-4.4	-7.2	-15	-0.7	-4	-4.4	-0.1
O=C(CN1CCN(S(=O)(=O)c2ccc(F)cc2)CC1)NC1CC1	-0.9	1.0	2	3	3.1	0.8	6	0.1	0	1.6	1.7
CCCC1=NN2C(=N)/C(=C\c3cc(C)n(-c4cccc(C)c4)c3C)C(=O)N=C2S1	-1.1	0.1	8	-3	0.1	3.6	0	-0.4	-3	-0.4	-1.5
CCN1CCN(CC(=O)N2CCCC(C(=O)c3ccc(Oc4ccccc4)cc3)C2)CC1 (stereo unspecified)	-2.4	-0.4	1	-2	-0.3	-1.3	4	0.6	-5	2.5	0.5
CCOc1ccccc1NC(C)C(=O)NC(=O)NC1CCCCC1 (stereo unspecified)	-1.3	-0.2	2	-1	-0.6	2.1	-13	1.1	-4	0.1	-0.5
CCCc1cc(=O)[nH]c(SCC(=O)N2CCC(C(=O)OCC)CC2)n1	-1.2	-0.6	-2	0	1.5	1.9	-3	0.5	-3	-0.5	-2.4
Cc1c(-n2c(SCC(=O)C(C)(C)C)nc3ccccc3c2=O)c(=O)n(-c2ccccc2)n1C	-0.5	1.4	4	7	-1.0	1.9	6	0.1	1	0.4	3.0
O=C(c1ccccc1)N1N=C(C(F)(F)F)CC1(O)c1ccccc1 (stereo unspecified)	-0.6	-0.3	2	5	1.9	2.1	1	0.2	-2	2.7	-2.7
